Epigenetic derep: Quantitative High-Throughput Screen for Regulators of Epigenetic Control; murine LDR cells, GFP reporter derepression, 30 h; 280,000 tested, 0.2% active; Potency, µM (doses to about 53.9 µM), without a hit: at the top dose GFP activation, usual class: activators; AID 1865, 2009; further: potency means the concentration at half of the fitted maximal effect; % of control where 0% means no effect; nearly all actives have a fitted effect of over 60% in size
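Readout is the number of GFP-expressing murine LDR cells, counted by cytometry following washing. Cells were treated with compound for 30 h at 37 C; the stably integrated CMV-GFP locus is normally silent.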
IMPase Li cell: qHTS Assay for Identifying the Cell-Membrane Permeable IMPase Inhibitors: Potentiation with Lithium; 210,000 tested, 0.35% active; Potency, µM (top dose mostly 59.4 µM), inactives show at the top dose activity, negative = IMPase inhibition, actives largely listed as inhibitors; AID 1457, 2008; CHO-M1 cells, IP1 TR-FRET (IP-One), carbachol + lithium;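 further: IP1 builds up when IMPase is blocked and the TR-FRET signal falls; potency means the concentration at half of the fitted maximal effect; plate controls were basal vehicle for no effect and high inhibitor control for full effect; nearly all actives have a fitted effect of over 50% in size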
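IP1 accumulation measured by competitive TR-FRET in lysed CHO-M1 cells after 30 min compound exposure at 37C, with a small lithium addition to potentiate weak responses. Hill-equation AC50 from ratio and donor-channel data.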
NPSR antagonist: qHTS Assay for Antagonists of the Neuropeptide S Receptor: cAMP Signal Transduction. Q6W5P4. CHO-NPSR cells, cAMP TR-FRET, antagonist mode. Potency, µM (doses to about 38.3 µM), inactives show at the highest dose activity change, negative = inhibition, hits mostly inhibitors. 220,000 tested, 1% active. AID 1461, 2008; further: potency means the concentration at half of the fitted maximal effect; on the % scale 0 is the no-effect control and ±100 the full control effect; nearly all actives have a fitted effect of over 50% in size; many of its hits are not listed in these tables
Target sequence (Q6W5P4 whole entry, looked up): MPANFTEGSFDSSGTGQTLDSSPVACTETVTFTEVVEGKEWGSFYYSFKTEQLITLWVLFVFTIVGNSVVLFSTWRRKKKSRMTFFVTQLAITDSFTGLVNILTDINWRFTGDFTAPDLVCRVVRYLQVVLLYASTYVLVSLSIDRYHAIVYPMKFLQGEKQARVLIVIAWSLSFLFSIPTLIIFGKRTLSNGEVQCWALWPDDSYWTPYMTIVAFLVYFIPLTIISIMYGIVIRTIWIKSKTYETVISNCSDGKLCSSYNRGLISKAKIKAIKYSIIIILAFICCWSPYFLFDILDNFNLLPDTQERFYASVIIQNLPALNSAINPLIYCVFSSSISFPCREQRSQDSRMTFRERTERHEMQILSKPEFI
HttQ103 aggreg: qHTS Multiplex Assay to Identify Dual Action Probes in a Cell Model of Huntington: Aggregate Formation (GFP); PC12 HttQ103-GFP aggregates, Acumen cytometry, 40 h; Potency, µM (series often up to 46.1 µM), for the others: at the highest dose activity change, negative = inhibition, hits mostly inhibitors; 220,000 tested, 1.1% active; further: potency means the concentration at half of the fitted maximal effect; on the % scale 0 is the no-effect control and ±100 the full control effect; nearly all actives have a fitted effect of over 60% in size
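Aggregate formation scored by laser-scanning cytometer (488 excitation, 500–530 emission) in lysed PC12 cells expressing Q103-GFP after 100 nM tebufenozide induction; library tested in dose series, with ATPLite reagent added in the multiplex.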
CBFb RUNX1 block: qHTS Assay for Compounds Blocking the Interaction Between CBF-beta and RUNX1 for the Treatment of Acute Myeloid Leukemia; AlphaScreen CBFb-His/RUNX1-biotin binding, biochemical; 230,000 tested, under 10 active; Runt-related transcription factor 1 (Homo sapiens) + Core-binding factor subunit beta …; Potency, µM (highest dose often 59.8 µM), for the others: at the highest dose activity, negative = inhibition, hits mostly inhibitors; further: % of control where 0% means no effect
Target sequence (Q01196 whole entry, looked up): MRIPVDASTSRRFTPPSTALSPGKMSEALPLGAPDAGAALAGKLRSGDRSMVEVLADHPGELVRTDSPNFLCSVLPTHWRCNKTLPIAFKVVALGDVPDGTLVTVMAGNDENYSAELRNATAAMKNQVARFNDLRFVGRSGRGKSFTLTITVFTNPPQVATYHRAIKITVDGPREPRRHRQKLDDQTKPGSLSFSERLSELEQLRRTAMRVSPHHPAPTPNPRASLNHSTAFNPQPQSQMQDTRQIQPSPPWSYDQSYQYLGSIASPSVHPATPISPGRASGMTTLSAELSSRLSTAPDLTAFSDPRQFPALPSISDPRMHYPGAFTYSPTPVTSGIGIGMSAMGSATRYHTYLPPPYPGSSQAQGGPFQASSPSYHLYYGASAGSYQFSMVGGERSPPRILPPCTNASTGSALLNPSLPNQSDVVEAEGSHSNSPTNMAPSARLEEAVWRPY
Target sequence (Q13951 whole entry, looked up): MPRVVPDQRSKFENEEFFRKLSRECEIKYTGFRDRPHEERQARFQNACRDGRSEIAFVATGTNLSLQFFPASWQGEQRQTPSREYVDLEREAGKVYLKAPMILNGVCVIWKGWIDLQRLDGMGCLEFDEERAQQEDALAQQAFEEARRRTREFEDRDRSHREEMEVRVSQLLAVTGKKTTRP
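Compounds were screened at multiple concentrations against a preformed CBF-beta(His)/RUNX1(biotin) complex (30 nM of each) for 15 min at room temperature, followed by 90 min with nickel and streptavidin beads and AlphaScreen reading.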
L3MBTL1 inh: qHTS Assay for the Inhibitors of L3MBTL1. Lethal(3)malignant brain tumor-like protein 1 (Homo sapiens), Q9Y468. AlphaScreen L3MBTL1–H3K9me1 peptide binding. Potency, µM (highest dose often 57.1 µM), inactives show top-dose activity, negative = inhibition, most hits filed as inhibitors. 230,000 tested, 0.66% active; further: potency means the concentration at half of the fitted maximal effect; on the % scale 0 is the no-effect control and ±100 the full control effect; nearly all actives have a fitted effect of over 60% in size
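L3MBTL1 (50 nM) pre-complexed 30 min with biotinylated H3(1-15)K9me1 peptide (75 nM), then compounds added for 30 min at room temperature; AlphaScreen streptavidin donor/nickel chelate acceptor beads (10 ug/mL final) read after 30 min dark incubation.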
KinaseGlo FLuc: Counterscreen for Luciferase (Kinase-Glo TM) Inhibition. Kinase-Glo luciferase, ATP luminescence, 8 min. Luciferin 4-monooxygenase (Photuris pensylvanica), Q27757. AID 1379, 2008. Potency, µM (series often up to 38.3 µM), inactives show at the top dose activity change, negative = inhibition, actives largely listed as inhibitors. 200,000 tested, 0.28% active; further: potency means the concentration at half of the fitted maximal effect; on the % scale 0 is the no-effect control and ±100 the full control effect; nearly all actives have a fitted effect of over 60% in size
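Recombinant Kinase-Glo luciferase, 10 uM ATP (linear range), luciferin; imidazole pH 7.2 / KCl / MgCl2 / Tween / BSA buffer; 8 min RT; luminescence.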
Starred values were filed as active, the others as inactive; [ ] = another dose, or the depositor's remark. The call rests on the fitted dose curve; in most records, active means well fitted curve in the direction sought with a large enough effect; inconclusive means small, poorly fitted or top-dose-only effect, or another doubt; inactive means no such curve, though single readings can be large; an effect the other way counts as inactive or inconclusive. An excerpt, so the mix of outcomes need not match the whole.

For CCn1c(CSc2nnc(-c3ccncc3)n2C)nc2cc(C(=O)O)ccc21 the results were Epigenetic derep 2.2%, NPSR antagonist 3.2%, HttQ103 aggreg -20.0%[9.22 µM] and CBFb RUNX1 block 24.7%.
For CCNc1sc(S(C)(=O)=O)nc1S(=O)(=O)c1ccc(Cl)cc1 the results were Epigenetic derep -1.3%, IMPase Li cell 4.5%, NPSR antagonist -0.7%, HttQ103 aggreg 5.4% and CBFb RUNX1 block 2.3%.
Screening Cc1ccc(C)c(CSc2ccc3nnc(-c4ccccn4)n3n2)c1 returned Epigenetic derep -1.5%, IMPase Li cell -1.1%, NPSR antagonist -22.2%, HttQ103 aggreg -19.4%, CBFb RUNX1 block -22.8%, L3MBTL1 inh -7.8% and KinaseGlo FLuc 2.8%.
`COc1cccc(C(=O)NC(=S)Nc2ccc(Cl)c(C(=O)O)c2)c1` gave Epigenetic derep -2.0%, IMPase Li cell -6.7%[38.3 µM], NPSR antagonist -15.3%[46.1 µM], HttQ103 aggreg 0.0%, CBFb RUNX1 block 4.1% and KinaseGlo FLuc 1.0%.
For CN1CCCC(OC(=O)c2cc(Cl)cc(Cl)c2)C1 (configuration not stated) the results were Epigenetic derep -0.6%, IMPase Li cell 7.4%, NPSR antagonist 10.2%, HttQ103 aggreg 15.2%, CBFb RUNX1 block -0.3%, L3MBTL1 inh 9.7% and KinaseGlo FLuc -2.7%.
For Cc1c(Cl)cccc1-c1ccc(C(=O)N2CCN(c3ccc([N+](=O)[O-])cc3)CC2)o1 the results were Epigenetic derep 0.0%, IMPase Li cell 0.9%[38.3 µM], NPSR antagonist -15.1%[46.1 µM], HttQ103 aggreg inconclusive, CBFb RUNX1 block -2.9%, L3MBTL1 inh -0.6% and KinaseGlo FLuc -0.8%.
For Cc1ccc(CNC(=O)CCNS(=O)(=O)c2ccc(Br)s2)cc1 the results were Epigenetic derep -4.3%, IMPase Li cell -7.2%, NPSR antagonist 8.5%, HttQ103 aggreg -27.2%, CBFb RUNX1 block 5.7% and KinaseGlo FLuc -1.1%.
`CC1=Nn2c(nc3sc4c(c3c2=O)CCCC4)SC1` gave Epigenetic derep -3.0%, IMPase Li cell -14.5%, NPSR antagonist 15.4%, HttQ103 aggreg 3.5%, CBFb RUNX1 block inconclusive, L3MBTL1 inh -8.0% and KinaseGlo FLuc -26.4%.
Screening Cc1cc(SCC(=O)c2cccs2)n2nc(C)c(-c3ccc(Cl)cc3)c2n1 returned Epigenetic derep 1.9%, IMPase Li cell -9.3%, NPSR antagonist -1.9%, HttQ103 aggreg 11.5%, CBFb RUNX1 block inconclusive, L3MBTL1 inh 33.9%[activator] and KinaseGlo FLuc -1.8%.
Screening CC(=O)Nc1ccc(NC(=O)COC(=O)c2c(C)nn(-c3ccccc3)c2C)cc1 returned Epigenetic derep 0.0%, IMPase Li cell -1.0%, NPSR antagonist -2.2%, HttQ103 aggreg 8.6%, CBFb RUNX1 block -2.4%, L3MBTL1 inh 0.0% and KinaseGlo FLuc 5.4%.
CCn1cc(C(=O)O)c(=O)c2cnc(N3CCN(C(=S)Nc4ccccc4)CC3)nc21 was read as Epigenetic derep 1.4%, NPSR antagonist -9.7%, HttQ103 aggreg -6.3%[9.22 µM] and CBFb RUNX1 block 9.7%.
Screening O=C(COC(=O)/C=C/c1ccco1)Nc1cccc([N+](=O)[O-])c1 returned Epigenetic derep -0.9%, IMPase Li cell -2.0%, NPSR antagonist 12.9%, HttQ103 aggreg inconclusive, CBFb RUNX1 block -1.5%, L3MBTL1 inh inconclusive and KinaseGlo FLuc 7.2%.
`CCNC(=S)/N=C(/Nc1ccc(OC)cc1)Nc1nc(C)cc(C)n1` gave Epigenetic derep inconclusive, NPSR antagonist -11.5%, HttQ103 aggreg 13.1%[9.22 µM], CBFb RUNX1 block 8.3% and L3MBTL1 inh 5.1%.
Screening O=C(NNC(=S)Nc1ccc(Cl)c(Cl)c1)c1ccccn1 returned Epigenetic derep inconclusive, IMPase Li cell -2.7%, NPSR antagonist -2.8%, CBFb RUNX1 block -1.8%, L3MBTL1 inh -91.4% and KinaseGlo FLuc -0.6%.
COC(=O)CC1COc2ccccc2N1C(=O)c1ccc(Br)cc1 (configuration not stated) was read as Epigenetic derep 0.4%, IMPase Li cell 20.2%, NPSR antagonist -17.6%, HttQ103 aggreg -4.4%, CBFb RUNX1 block -13.0%, L3MBTL1 inh 6.8% and KinaseGlo FLuc -1.5%.
CCOCCCNCC(=O)NCC1CCCCC1 was read as Epigenetic derep 0.0%, IMPase Li cell 5.8%, NPSR antagonist -16.8%, HttQ103 aggreg -7.1%[9.22 µM], CBFb RUNX1 block 1.6%, L3MBTL1 inh 13.4% and KinaseGlo FLuc 1.8%.
For Cc1nc2sc(C(c3cccs3)N3CC(C)CC(C)C3)c(O)n2n1 (configuration not stated) the results were Epigenetic derep 5.9%, IMPase Li cell 3.5%, NPSR antagonist 0.8%, HttQ103 aggreg 11.4%, CBFb RUNX1 block 3.5%, L3MBTL1 inh 37.7%[activator] and KinaseGlo FLuc 0.2%.
Cc1ccc(C)c(Cn2c(C(C)O)nc3ccccc32)c1 (configuration not stated) was read as Epigenetic derep -1.1%, IMPase Li cell 32.5%[activator][38.3 µM], NPSR antagonist -23.3%[46.1 µM], HttQ103 aggreg -1.1%, CBFb RUNX1 block 1.4% and KinaseGlo FLuc 3.6%.
Screening CCn1nnnc1-c1ccc(OC)c(S(=O)(=O)NCCc2ccccc2)c1 returned Epigenetic derep 4.7%, IMPase Li cell -7.9%[38.3 µM], NPSR antagonist -24.5%[46.1 µM], HttQ103 aggreg 15.9%, CBFb RUNX1 block -6.4%, L3MBTL1 inh 5.4% and KinaseGlo FLuc 8.2%.
For N/C(=N\OC(=O)Cc1ccccc1[N+](=O)[O-])c1cccc(Br)c1 the results were Epigenetic derep -0.6%, IMPase Li cell 1.9%, NPSR antagonist 9.2%, HttQ103 aggreg -9.3%, CBFb RUNX1 block 0.2%, L3MBTL1 inh -10.4% and KinaseGlo FLuc -1.7%.
For COc1cc(NC(=O)C23CC4CC(C2)CC(n2nnc(C)n2)(C4)C3)c(OC)cc1Cl the results were Epigenetic derep -0.7%, IMPase Li cell -2.2%[38.3 µM], NPSR antagonist inconclusive, HttQ103 aggreg inconclusive, CBFb RUNX1 block 7.5%, L3MBTL1 inh -1.1% and KinaseGlo FLuc -2.7%.
O=C(c1ccc2nc(N3CCCCC3)sc2c1)N1CCN(Cc2ccc3c(c2)OCO3)CC1 was read as Epigenetic derep -0.8%, IMPase Li cell 16.2%[38.3 µM], NPSR antagonist -13.0%[46.1 µM], HttQ103 aggreg inconclusive, CBFb RUNX1 block -4.9%, L3MBTL1 inh -4.4% and KinaseGlo FLuc 3.0%.
Cn1c(=O)c2c(nc(Cc3ccccc3)n2C)n(C)c1=O was read as Epigenetic derep 1.9%, NPSR antagonist 10.0%, HttQ103 aggreg 20.9%[9.22 µM], CBFb RUNX1 block 2.5% and L3MBTL1 inh -7.2%.
OCCC1CN(Cc2ccn[nH]2)CCN1Cc1ccc(F)c(F)c1 (configuration not stated) was read as Epigenetic derep -1.0%, IMPase Li cell -0.2%, NPSR antagonist -3.6%, HttQ103 aggreg -12.9%[9.22 µM], CBFb RUNX1 block 3.0%, L3MBTL1 inh 10.4% and KinaseGlo FLuc -0.9%.
Cc1ccc(CN2C(=O)c3ccccc3NC2c2ccccn2)cc1 (configuration not stated) was read as Epigenetic derep 0.0%, IMPase Li cell -0.2%, NPSR antagonist -30.5%, HttQ103 aggreg -1.4%, CBFb RUNX1 block -2.0% and KinaseGlo FLuc -1.3%.
Screening O=C(OC(C(=O)O)C(OC(=O)c1ccccc1)C(=O)NCc1ccccc1)c1ccccc1 (configuration not stated) returned Epigenetic derep 0.0%, IMPase Li cell -9.7%[38.3 µM], NPSR antagonist -9.4%[46.1 µM], HttQ103 aggreg 7.7%, CBFb RUNX1 block 1.6%, L3MBTL1 inh 9.4% and KinaseGlo FLuc 0.7%.
`O=C(N/N=C/c1ccncc1)C1CC1C(=O)N/N=C/c1ccncc1` (configuration not stated) gave Epigenetic derep -1.0%, IMPase Li cell -8.8%, NPSR antagonist 17.3%, HttQ103 aggreg 23.2%, CBFb RUNX1 block -3.0%, L3MBTL1 inh 37.2%[activator] and KinaseGlo FLuc -0.9%.
Screening CCOc1ccc(C(C)NC(=O)C2CCCC2)cc1 (configuration not stated) returned Epigenetic derep 0.0%, IMPase Li cell 7.1%, NPSR antagonist 0.9%, HttQ103 aggreg -21.4%, CBFb RUNX1 block -1.5%, L3MBTL1 inh 0.8% and KinaseGlo FLuc -5.4%.
Screening O=C(O)c1ccc(-n2nc(C(F)(F)F)c3c2-c2ccoc2CC3)cc1 returned Epigenetic derep -1.0%, IMPase Li cell 11.4%[38.3 µM], NPSR antagonist 0.3%[46.1 µM], HttQ103 aggreg -14.8%, CBFb RUNX1 block 6.0% and KinaseGlo FLuc -0.4%.
Screening CC(C)Sc1nc2c(c(=O)n(C)c(=O)n2C)n1Cc1ccc(Cl)cc1 returned Epigenetic derep 0.9%, IMPase Li cell 41.7%[activator][38.3 µM], NPSR antagonist inconclusive, HttQ103 aggreg -32.0%, CBFb RUNX1 block 9.3%, L3MBTL1 inh -6.5%[11.4 µM] and KinaseGlo FLuc -2.6%.
Screening O=S(=O)(c1ccccc1)N1CCC2(CC1)OCCO2 returned Epigenetic derep -0.1%, IMPase Li cell -6.5%, NPSR antagonist 7.2%, HttQ103 aggreg -7.8%, CBFb RUNX1 block -0.9%, L3MBTL1 inh -0.7%[11.4 µM] and KinaseGlo FLuc 0.8%.

2 compounds drawn at random from those above:
CCn1cc(C(=O)O)c(=O)c2cnc(N3CCN(C(=S)Nc4ccccc4)CC3)nc21 was read as Epigenetic derep 1.4%, NPSR antagonist -9.7%, HttQ103 aggreg -6.3%[9.22 µM] and CBFb RUNX1 block 9.7%.
For COc1cc(NC(=O)C23CC4CC(C2)CC(n2nnc(C)n2)(C4)C3)c(OC)cc1Cl the results were Epigenetic derep -0.7%, IMPase Li cell -2.2%[38.3 µM], NPSR antagonist inconclusive, HttQ103 aggreg inconclusive, CBFb RUNX1 block 7.5%, L3MBTL1 inh -1.1% and KinaseGlo FLuc -2.7%.
